Screening results deposited in PubChem BioAssay by several laboratories.
HIV RNase H inh: inhibitors of HIV-1 reverse transcriptase RNase H; P04585; RT-RNase H RNA/DNA duplex cleavage, fluorescence; inhibition, % at 10 µM; 65,000 compounds, 1.9% hits; AID 565; in the data active = inhibition above about 50%
RmlC RmlD mix: RmlC/RmlD inhibition, mixture screen; RmlC/RmlD coupled enzyme inhibition, 384-well mixture HTS; inhibition, % at 5.5 µM; 110,000 compounds, 0.39% hits; AID 1532; in the data active = inhibition above about 30%, passing the limit was not always enough; inconclusive = no clear call, values can overlap the other calls; note: strong numbers were not always called active
Numbers without * were called inactive; ? = inconclusive; . = not tested or not shown; & = joins results of further samples. A portion of the library; count on the stated rates, not on these rows.

SMILES	HIV RNase H inh	RmlC RmlD mix
CCOC(=O)C1(c2ccccc2)NC(c2ccc(N(C)C)cc2)C2C(=O)N(C)C(=O)C21 (centres undefined)	-28.3	.
COc1ccc(NC(=O)[C@H](COCc2ccccc2)NC(=O)OC(C)(C)C)cc1	.	-7.3
Cc1ccc(OCCN2C(=O)c3ccccc3C2=O)cc1	.	-13.0
Clc1ccc(Cc2ccc(Cl)nn2)c(Cl)c1	.	7.5
Cc1nc2ccc(S(=O)(=O)N(C)CC(=O)N3CCc4ccccc43)cc2s1	-20.9	7.9
O=C(Cn1cnc2c(nnn2-c2cccc(Cl)c2)c1=O)N1CCOCC1	-1.8	-6.2
c1ccc2oc(SCc3nc4ccccc4s3)nc2c1	-51.8	-0.1
O=C(NCc1ccco1)c1cnn2c(C(F)F)cc(-c3ccccc3)nc12	12.7	4.7
CCOC(=O)N1CCC(NC(=O)CS(=O)Cc2nc(-c3ccc(OC)c(OC)c3)oc2C)CC1 (centres undefined)	-1.3	7.3
CCCCCC(=O)Nc1ccc(N2CCN(C(=O)c3ccccc3)CC2)cc1	12.3	-13.4
Cc1nn(CCc2n[nH]c(=S)n2C)c(C)c1Br	.	2.9
Cc1cccc2sc(NC(=O)c3ccc(Cl)s3)nc12	17.9	5.1
CC1CN(c2nc3c(c(=O)n(C)c(=O)n3C)n2Cc2c(F)cccc2Cl)CC(C)O1 (centres undefined)	-0.2	14.5
COc1ccccc1-c1nc(NC(C)=O)n[nH]1	0.6	9.2
CCC1=NN(C(=O)Cc2ccc(OC)cc2)C(O)(C(F)(F)F)C1 (centres undefined)	.	-13.2
Cc1nc(NCC2CCCO2)nc2c1C(=O)CC(C)(C)C2 (centres undefined)	-7.7	-3.8
CCN(CC(=O)Nc1ccc2c(c1)CCC2)Cc1nc2ccccc2c(=O)[nH]1	1.0	6.8
CC(=O)Nc1ccc(OCC(O)Cn2c(C)nc3ccccc32)cc1 (centres undefined)	.	-9.7
Cc1ccc2[nH]c(=O)c(C3C(C#N)=C(N)Oc4c3ccc3cccnc43)cc2c1 (centres undefined)	.	-2.9
CS(=O)(=O)N(CC(=O)O)c1ccc(Oc2ccccc2)cc1	-3.1	3.2

Brought forward from above: four compounds, followed by the next part.
SMILES	HIV RNase H inh	RmlC RmlD mix
CCN(CC(=O)Nc1ccc2c(c1)CCC2)Cc1nc2ccccc2c(=O)[nH]1	1.0	6.8
CC(=O)Nc1ccc(OCC(O)Cn2c(C)nc3ccccc32)cc1 (centres undefined)	.	-9.7
Cc1ccc2[nH]c(=O)c(C3C(C#N)=C(N)Oc4c3ccc3cccnc43)cc2c1 (centres undefined)	.	-2.9
CS(=O)(=O)N(CC(=O)O)c1ccc(Oc2ccccc2)cc1	-3.1	3.2
Cc1ccc(C(=O)NC2CCCCCC2)o1	-10.9	-9.1
CCc1ccc(NC(=O)N(CCCN2CCOCC2)C(C)c2cc3cccc(OC)c3o2)cc1 (centres undefined)	16.4	-6.5
O=C(CSc1nnc(-c2ccco2)o1)NC(=O)Cc1ccccc1	-11.1	0.2
C=CCn1c(COc2ccccc2F)nnc1SCC(=O)Nc1cc2oc3ccccc3c2cc1OC	.	-8.1
Cc1noc(C)c1CSc1nnc(-c2c[nH]c3ccccc23)n1-c1ccc(Cl)cc1	-3.5	8.9
COC(=O)c1ccccc1NC(=O)Cn1nc(C(F)(F)F)c2c1CCC2	-16.4	-12.4
O=c1c2c3c(sc2n2cnnc2n1-c1ccccc1)N(Cc1ccccc1)CCC3	-0.3	-3.3
N#Cc1c(N)c(C#N)c(-c2ccc(O)cc2)c2c1CCCC2	-25.0	-25.8
Cc1ccc(NC(=S)NNC(=O)c2cn(C)nc2C)cc1	.	3.5
CC(OC(=O)c1ccco1)C(=O)NCc1cccs1 (centres undefined)	-1.0	13.8
COc1ccc(-n2c(Cc3cccn3C)nnc2SCC(=O)Nc2ccc3c(c2)OCO3)cc1	-18.8	-12.2
COCCN(CCOC)S(=O)(=O)c1ccc(OC)cc1	-7.8	-9.3
CC(C)=CCc1cc([C@@H]2CC(=O)c3ccc(O)c(CC=C(C)C)c3O2)ccc1O	.	-7.3
COc1cc(C)c(Cl)c(C)c1S(=O)(=O)NCc1cccnc1	.	-11.0
CCOC(=O)c1sc(-c2ccccc2)cc1N	-8.4	-58.5
Cc1ccc(CS(=O)(=O)CCC(=O)NCCN2CCCCC2C)cc1 (centres undefined)	-17.8	5.0
CC(=O)N(c1ccc(C(C)C)cc1)C1C=CS(=O)(=O)C1 (centres undefined)	-7.2	-16.3
Cc1nn2cc(-c3ccc(Cl)cc3)nc2s1	-5.7	2.8
C=CCn1c(-c2cccs2)nc2nc3ccccc3nc21	-15.8	40.6
CCOC(=O)C1CCN(C(=O)Nc2ccc3nc(C)c(C)nc3c2)CC1	-0.4	16.6
O=C(NCCCN1CCOCC1)c1c(O)c2cc(Br)cc(Br)c2[nH]c1=O	-25.8	.
CCOc1ccc(/C(O)=C2/C(=O)C(=O)N(CCOCCO)C2c2cccnc2)cc1 (centres undefined)	-7.8	.
CC(C)Cn1c(N)c(C(=O)CSc2nnnn2C)c(=O)n(C)c1=O	.	-7.9
CC(=O)Nc1nonc1-c1nc2ccccc2n1CC1CC1	-14.2	5.3
CCC(Sc1nc(C)cc(=O)[nH]1)C(=O)Nc1nc(-c2ccccc2)cs1 (centres undefined)	.	6.4
C[C@H]1CN=C2N(CCNC(=O)CCC3CCCCC3)[C@H](Cc3ccc(O)cc3)CN21	.	-5.4
COc1ccc(OC)c(NC(=O)Cn2c(CCC(=O)O)ccc2-c2cccs2)c1	-2.1	-12.2
Cc1cc(C)n2cc(CSc3ncccc3C(=O)O)nc2n1	-10.7	7.7
O=S(=O)(Nc1ccccc1N1CCCCC1)c1ccc(Cl)s1	.	-8.0
CCOc1ccccc1NC1=C(Cl)C(=O)N(Cc2ccccc2)C1=O	.	6.0
CCOC(=O)C1=C(C)Nc2nc(C)nn2C1c1ccc(C)cc1 (centres undefined)	-2.3	.
O=C(C1CCCCC1)N1CC(=O)N2CCc3ccccc3C2C1 (centres undefined)	-1.1&-2.4	.
O=C(NCC1CC1)C1(C(F)(F)F)C/C(=C\Cc2ccccc2)CCCO1 (centres undefined)	.	3.1
CC(OC(=O)c1cc2sccc2n1C)C(=O)NCc1ccco1 (centres undefined)	-7.8	5.2
OC[C@H]1O[C@@H](n2cnc3c(Nc4ccccc4)ncnc32)[C@H](O)[C@@H]1O	-3.9	-8.8
CCOC(=O)Cn1c(=O)c2c(nc3n2CCN3c2ccc(C)cc2)n(C)c1=O	-11.3	.
CCCCc1cc(=O)oc2c(CN3CCCC3)c(O)ccc12	2.9	?
CCOC(=O)CCc1c(C)c2ccc(O)cc2oc1=O	-9.7	?
CC(C)[C@H](NC(=O)OC(C)(C)C)c1nnc(S(=O)(=O)Cc2c(F)cccc2Cl)o1	40.3	-10.5
COC(=O)c1ccc(Oc2nc3ccccc3n3c(C)nnc23)cc1	-7.4	.
COC(=O)C(NC(C)=O)(Nc1ccccn1)C(F)(F)F (centres undefined)	-5.4	-8.3
O=c1c(Cc2ccccc2)c(O)nc2n1CCS2	-8.3	-11.4
CCC(C)(C)n1nnnc1C(C(C)C)N1CCC(C(N)=O)CC1 (centres undefined)	-6.1	-0.5
CC(=O)c1c[nH]c2ccc(C)cc2c1=O	-2.4	14.4
Cc1ccc(-n2c(C(C)n3nc(C)c([N+](=O)[O-])c3C)n[nH]c2=S)cc1 (centres undefined)	.	2.7
O=C(Cn1ccccc1=O)c1cccs1	2.6	3.9
CCc1nnc(NC(=O)CSc2nnc(Cc3cc(=O)[nH]c(=O)[nH]3)n2-c2ccc(OC)cc2)s1	.	3.6
O=C(CCc1nc(-c2ccccc2F)no1)NCCN1CCN(Cc2ccccc2)CC1	1.4	3.9
Cc1ccccc1NC1c2ccccc2C(=O)N1Cc1ccco1 (centres undefined)	.	-8.8
COc1cc(C(=O)Oc2cccc(Nc3ncnc4ccccc34)c2)cc(OC)c1OC	.	-9.1
CCNC(=O)c1c(N)sc2c1CCCCC2	57.5*	68.4

Entries from the list above that contain a halogen:
SMILES	HIV RNase H inh	RmlC RmlD mix
Clc1ccc(Cc2ccc(Cl)nn2)c(Cl)c1	.	7.5
O=C(Cn1cnc2c(nnn2-c2cccc(Cl)c2)c1=O)N1CCOCC1	-1.8	-6.2
O=C(NCc1ccco1)c1cnn2c(C(F)F)cc(-c3ccccc3)nc12	12.7	4.7
Cc1nn(CCc2n[nH]c(=S)n2C)c(C)c1Br	.	2.9
Cc1cccc2sc(NC(=O)c3ccc(Cl)s3)nc12	17.9	5.1
CC1CN(c2nc3c(c(=O)n(C)c(=O)n3C)n2Cc2c(F)cccc2Cl)CC(C)O1 (centres undefined)	-0.2	14.5
CCC1=NN(C(=O)Cc2ccc(OC)cc2)C(O)(C(F)(F)F)C1 (centres undefined)	.	-13.2
C=CCn1c(COc2ccccc2F)nnc1SCC(=O)Nc1cc2oc3ccccc3c2cc1OC	.	-8.1
Cc1noc(C)c1CSc1nnc(-c2c[nH]c3ccccc23)n1-c1ccc(Cl)cc1	-3.5	8.9
COC(=O)c1ccccc1NC(=O)Cn1nc(C(F)(F)F)c2c1CCC2	-16.4	-12.4
COc1cc(C)c(Cl)c(C)c1S(=O)(=O)NCc1cccnc1	.	-11.0
Cc1nn2cc(-c3ccc(Cl)cc3)nc2s1	-5.7	2.8
O=C(NCCCN1CCOCC1)c1c(O)c2cc(Br)cc(Br)c2[nH]c1=O	-25.8	.
O=S(=O)(Nc1ccccc1N1CCCCC1)c1ccc(Cl)s1	.	-8.0
CCOc1ccccc1NC1=C(Cl)C(=O)N(Cc2ccccc2)C1=O	.	6.0
O=C(NCC1CC1)C1(C(F)(F)F)C/C(=C\Cc2ccccc2)CCCO1 (centres undefined)	.	3.1
CC(C)[C@H](NC(=O)OC(C)(C)C)c1nnc(S(=O)(=O)Cc2c(F)cccc2Cl)o1	40.3	-10.5
COC(=O)C(NC(C)=O)(Nc1ccccn1)C(F)(F)F (centres undefined)	-5.4	-8.3
O=C(CCc1nc(-c2ccccc2F)no1)NCCN1CCN(Cc2ccccc2)CC1	1.4	3.9
